Bioassay records from PubChem BioAssay.
hERG protect – hERG (human) protection from proarrhythmic block; CHO-hERG, FluxOR thallium flux, dofetilide IC70 present; activation (rescue from dofetilide block), less the hit threshold, % at 10 µM; 310,000 tested, 0.51% active; AID 1511;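 active = activation above the mean of controls blocked by dofetilide plus 5 SD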;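 note: thallium influx through hERG after potassium depolarization seen as dye fluorescence rise; in these data hits start at about 4.7%; inactives centre near -7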
Target sequence (Q12809 whole entry, looked up): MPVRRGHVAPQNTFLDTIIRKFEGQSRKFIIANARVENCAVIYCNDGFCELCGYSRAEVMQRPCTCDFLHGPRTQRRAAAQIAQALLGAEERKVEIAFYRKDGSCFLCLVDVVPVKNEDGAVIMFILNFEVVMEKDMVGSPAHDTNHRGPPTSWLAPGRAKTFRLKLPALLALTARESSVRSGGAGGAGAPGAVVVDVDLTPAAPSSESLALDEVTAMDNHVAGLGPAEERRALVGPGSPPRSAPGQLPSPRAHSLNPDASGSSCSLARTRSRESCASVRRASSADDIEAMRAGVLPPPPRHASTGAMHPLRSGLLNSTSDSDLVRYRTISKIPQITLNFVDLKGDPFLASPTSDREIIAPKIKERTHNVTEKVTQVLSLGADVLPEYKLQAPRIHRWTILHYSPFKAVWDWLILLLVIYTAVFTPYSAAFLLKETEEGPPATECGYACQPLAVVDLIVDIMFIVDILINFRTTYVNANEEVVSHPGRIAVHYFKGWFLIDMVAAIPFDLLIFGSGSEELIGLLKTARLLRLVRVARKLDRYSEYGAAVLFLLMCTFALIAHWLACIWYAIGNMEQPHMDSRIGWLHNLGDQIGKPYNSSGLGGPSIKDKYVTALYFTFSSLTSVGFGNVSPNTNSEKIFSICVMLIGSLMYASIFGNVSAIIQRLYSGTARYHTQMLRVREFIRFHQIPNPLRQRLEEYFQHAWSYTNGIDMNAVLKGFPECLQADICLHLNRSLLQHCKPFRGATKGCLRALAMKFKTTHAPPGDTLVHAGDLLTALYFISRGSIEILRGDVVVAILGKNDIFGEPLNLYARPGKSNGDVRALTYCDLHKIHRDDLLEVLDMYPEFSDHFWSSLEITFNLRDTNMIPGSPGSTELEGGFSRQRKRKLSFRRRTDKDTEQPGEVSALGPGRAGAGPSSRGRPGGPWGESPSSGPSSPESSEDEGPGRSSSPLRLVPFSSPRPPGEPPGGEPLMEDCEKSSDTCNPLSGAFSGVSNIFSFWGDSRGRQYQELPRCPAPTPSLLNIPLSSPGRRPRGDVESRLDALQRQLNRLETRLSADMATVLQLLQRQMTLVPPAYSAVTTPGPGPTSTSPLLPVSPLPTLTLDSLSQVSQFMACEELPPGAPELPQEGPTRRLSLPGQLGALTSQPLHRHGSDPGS
KCNK3 block – human KCNK3 channel inhibition, primary screen; O14649; CHO-KCNK3 thallium flux, FluxOR fluorescence; hits give low values; B-score at 10 µM; 340,000 tested, 0.84% active; AID 602410;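 active = B-score under library mean minus 4 SD, starting fluorescence ratio at most library mean plus 5 SD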;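 note: more negative B-score means stronger inhibition of thallium flux through KCNK3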
TRPC4 potent – allosteric potentiators of mouse TRPC4 channel | 310,000 tested, 0.42% active | B-score at 10 µM | Q9QUQ5 | HEK293 TRPC4beta/mu-opioid, DAMGO EC20, Fluo-4 Ca2+ flux; hits give high values;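 active = B-score of calcium response area above 5 SD of library B-scores, with initial fluorescence ratio within 5 SD of library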;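 note: B-score of integrated fluorescence ratio over time as area under calcium response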
KCNK9 block – human KCNK9 channel inhibition. Q9NPC2. 310,000 tested, 1.2% active. HEK293 KCNK9, FluxOR thallium flux fluorescence; hits give low values. AID 488922. B-score at 10 µM;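 active = ratio B-score over 3 SD below the library mean, with starting fluorescence within 5 SD of its mean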;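 note: negative B-score means less thallium flux so channel inhibition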
TRPC4 act – TRPC4 (mouse) channel activation. AID 2237. HEK293 TRPC4beta/mu-opioid, Fluo4 calcium fluorescence; hits give high values. B-score at 10 µM. 310,000 tested, 0.49% active;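 active = B-score above 5 SD of library B-scores, and initial fluorescence ratio not above library mean plus 5 SD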;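 note: positive B-score marks a calcium rise read as TRPC4 activation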
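Incubation: 45 min room-temperature Fluo4 loading, 110 s read / System: HEK293 cells stably co-expressing mouse TRPC4beta and mu-opioid receptor / Signal: Fluo4 fluorescence, kinetic / Control set: buffer (low) and maximal DAMGO (high) / Measure: integrated baseline-normalised fluorescence ratio, converted to per-well B score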
TRPC4 inh – inhibitors of mouse TRPC4 channel. HEK293 TRPC4beta/mu-opioid, DAMGO-evoked Fluo4 calcium flux; hits give low values. 300,000 tested, 0.39% active. B-score at 10 µM. Q9QUQ5;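 active = B-score over 3 SD under the library average, no early fluorescence shift, positive overall ratio signal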
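System: stable TRPC4beta/mu-opioid receptor HEK293 cells; Dosing: single-point compound dosing; Measured by: Fluo4 Ca2+ flux fluorescence; Read-out basis: per-well B score of integrated baseline-normalized Fluo4 ratio.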
DYRK1A inh – inhibitors of rat Dyrk1A kinase | Q63470 | inhibition, % at 12.5 µM | 310,000 tested, 0.43% active | AID 504441 | ADP-Glo luminescence, NFATc1 peptide; in the data active = inhibition above about 50%;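 note: plate controls were vehicle with enzyme for no effect and no enzyme for full effect; many of its hits are not listed in these tables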
KCNQ1 inh – human KCNQ1 channel inhibition; CHO-K1 KCNQ1, FluxOR thallium flux fluorescence; hits give high values; B-score at 10 µM; 310,000 tested, 1.3% active; AID 2642;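 active = compounds whose thallium flux B-score, printed positive for inhibition, exceeds three library SD while starting fluorescence stays within three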;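 note: channel opened by potassium depolarization with thallium stimulus after 20 min compound exposure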
Platelet DG rel – platelet dense granule release activity; 300,000 tested, 0.22% active; AID 1663; human platelet-rich plasma, SFLLRN dense granule ATP release, luminescence; inhibition, %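 (compounds screened at 7.5 µM in platelet-rich plasma)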;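 active = mean replicate score, as percent of positive control, at or above 50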
PolyA inh – inhibitors of polyadenylation in S. cerevisiae | S. cerevisiae SKY197-pL101 polyadenylation reporter, beta-gal luminescence; efflux-impaired pdr1/pdr3 knockout yeast; score 100 = 6 SD above DMSO | calls only at 12 µM | 300,000 tested, 0.02% active | AID 1875;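 active = lowest replicate activity score at least 50, where 100 means six control SD above control mean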;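 note: yeast exposed to compound for 9 h at 30 °C; higher score means more reporter readthrough which indicates perturbed polyadenylation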
KCNQ1 pot – potentiates or activates the human KCNQ1 potassium channel | P51787 | CHO-K1 KCNQ1, thallium flux FluxOR fluorescence; hits give high values | B-score at 10 µM | 310,000 tested, 0.35% active | AID 2648;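 active = fluorescence ratio B-score, a plate-corrected score, at least three library SD, with initial intensity B-score within 5 SD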
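Doses: Single concentration per compound, DMSO matched to controls | Test system: KCNQ1-transfected CHO-K1 cells | Timing: 90 min dye loading and 20 min compound exposure, both at room temperature | Measured by: Kinetic FluxOR thallium fluorescence, 10-s 1-Hz baseline, 110-s post-stimulus read | Medium: Assay buffer with matched DMSO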
* hit, by the source's call; i = inactive; . = no result given. Not all compounds are listed, so the mix of outcomes need not match the whole.

SMILES | hERG protect | KCNK3 block | TRPC4 potent | KCNK9 block | TRPC4 act | TRPC4 inh | DYRK1A inh | KCNQ1 inh | Platelet DG rel | PolyA inh | KCNQ1 pot
CCn1c(SCc2nc3ccccc3s2)nnc1-c1cccs1 | -10 | i | i | i | i | . | -1 | i | -12 | i | i
COc1ccc(CCN(C)C(=O)c2ccc(OCC(=O)N3CCOCC3)c(OC)c2)cc1OC | -7 | i | i | i | i | i | 0 | i | 0 | i | i
CN1C(=O)CC(N2CCC(c3nc4ccccc4s3)CC2)C1=O (centres undefined) | -5 | i | i | i | i | i | 15 | i | -2 | i | i
c1ccc2c(c1)CC(CN1CCNCC1)O2 (centres undefined) | -2 | i | i | i | i | i | 7 | i | 2 | i | i
COc1ccc(S(=O)(=O)N(C)c2nc3ccccc3n3c(CC(C)C)nnc23)cc1 | -8 | i | i | i | i | i | 2 | i | 2 | i | i
COc1ccc(CNC(=O)C2(c3ccc(Cl)cc3)CC2)cc1 | -7 | i | i | i | i | i | 2 | i | 3 | i | i
Cc1ccc(NC(=O)CSc2nnc(/N=C/N(C)C)s2)cc1 | -10 | i | i | i | i | i | . | i | -3 | i | i
O=C(Nc1ccc2c(c1)CCC2)c1ccc(Br)o1 | -11 | i | i | i | i | i | 1 | i | 6 | i | i
O=C(O)C1CC(c2ccccc2F)=NO1 (centres undefined) | -3 | i | i | i | i | i | -3 | i | 16 | i | i
COc1ccccc1-c1nnc2n1N=C(C(C)(C)C)CS2 | -19 | i | i | i | i | i | 5 | i | 0 | i | i
CC[C@@]12C(=O)N(c3cccc(Cl)c3)C(=O)N1[C@H](c1ccc(Br)cc1)[C@@H]1C(=O)N(C(C)(C)C)C(=O)[C@@H]12 | -2 | i | i | i | i | i | 5 | i | 0 | i | i
COc1ccc(NC(=O)c2cccc(Oc3ccc([N+](=O)[O-])cc3Cl)c2)cc1 | -13 | i | i | i | i | i | -2 | i | -21 | i | i
CC1Cc2cc(S(=O)(=O)N3CCCC(C(=O)N4CCCCC4)C3)ccc2N1C(=O)C1CC1 (centres undefined) | -8 | i | i | i | i | i | . | i | 5 | i | i
COc1ccccc1N(CC(=O)NCc1ccccn1)S(C)(=O)=O | -5 | i | i | i | i | i | -7 | i | 5 | i | i
Cc1n[nH]c(=O)c2c(NC(=O)CSc3nnc(C4CC4)n3C)oc(C)c12 | -16 | i | i | i | i | i | 5 | i | -3 | i | i
CCCc1nn(C)c(C(=O)Nc2ccc3ccccc3c2)c1Cl | -8 | i | i | i | i | i | -1 | i | -5 | i | i
COc1ccc(CCNC(=O)Cc2nn(C)c(=O)c3ccccc23)cc1OC | -8 | i | i | i | i | i | -8 | i | 0 | i | i
Cc1ccc2nc(NC(=O)c3ccc(NS(=O)(=O)c4cccs4)cc3)sc2c1 | -3 | i | i | i | i | i | 36 | i | -7 | i | i
CCCOc1ccc2oc(=O)c3c(c2c1)CCCN3C(=O)CN(C)Cc1ccccc1 | -7 | i | i | i | i | i | -1 | i | -10 | i | i
CN1CCN(NC(=O)c2ccc(COc3ccccc3Br)o2)CC1 | -7 | i | i | i | i | i | 3 | i | -7 | i | i
Cc1nnc(SCC(=O)NC(C)c2ccccc2)[nH]c1=O (centres undefined) | -4 | i | i | i | i | i | -1 | i | 1 | i | i
Cc1ccc(NC(=O)C2CCN(S(=O)(=O)c3cccs3)CC2)c(O)c1 | -4 | i | i | i | i | i | 4 | i | -8 | i | i
COc1ccc(COCCN2CCN(S(=O)(=O)c3ccccc3)CCC2=O)cc1 | -6 | i | i | i | i | i | 4 | i | -4 | i | i
CC1=C(C#N)C(=O)NC(=O)/C1=C\c1ccc(-c2cc(C)c(C)cc2[N+](=O)[O-])o1 | -12 | i | i | i | i | i | 0 | i | 4 | i | i
CCCc1cc(=O)[nH]c(SCc2cccc(C)c2)n1 | -15 | i | i | i | i | i | 1 | i | 7 | i | i
COC(=O)c1c(C)c(OC(=O)c2c(C)cc(O)c(C=O)c2O)cc(C)c1O | -5 | i | i | i | i | i | 7 | i | -1 | i | i
COc1ccccc1CC(=O)NC1CCCCCC1 | -7 | i | i | i | i | i | 1 | i | 3 | i | i
COc1cc(CNc2ccc(N3CCCCC3)cc2)ccc1OCC(=O)NC(C)(C)C | -12 | i | i | i | i | i | 11 | i | 8 | i | i
CCOC(=O)C1=C(O)/C(=C\c2sccc2C)N=C1C | -1 | i | i | i | i | i | 6 | i | -7 | i | i
CCOc1cc(/C=N\NC(=O)c2c(C)nc3ccccn23)ccc1O | -7 | i | i | i | i | i | 16 | i | -3 | i | i
Cc1ccc(S(=O)(=O)c2c[nH]c3ccc(Cl)cc3c2=O)cc1 | -3 | i | i | i | i | i | -4 | i | -1 | i | i
CC(=O)Nc1ccc(N2C(C(C)=O)=NN(c3ccc(Cl)cc3)C2c2sccc2C)cc1 (centres undefined) | -16 | i | i | i | i | i | 3 | i | -2 | i | i
Cc1cc(C)c(S(=O)(=O)Nc2ccccc2C(=O)N2CCCC2)c(C)c1 | -11 | i | i | i | i | i | -1 | i | 10 | i | i
COc1ccc(N(CC(O)CN2CCOCC2)S(=O)(=O)c2ccccc2)cc1 (centres undefined) | -3 | i | i | i | i | i | 1 | i | 0 | i | i
O=C(Nc1cscc1S(=O)(=O)c1ccccc1)c1ccccc1Cl | -3 | i | i | -8.6* | i | i | . | i | -1 | i | i
Cc1ccc(O)c(-c2cc3ccccc3[nH]2)c1 | -6 | i | i | i | i | i | 15 | 10* | 5 | i | i
CCCCc1c(O)c2ccccc2[nH]c1=O | -11 | i | i | i | i | i | 6 | i | 1 | i | i
CC(=O)Nc1ccc(NS(=O)(=O)c2cc(C)sc2C)cc1 | -15 | i | i | i | i | i | 1 | i | 2 | i | i
CC(=O)c1ccc(OCc2cc(C(=O)N3CCCCCCC3)no2)cc1 | -8 | i | i | i | i | i | . | i | -10 | i | i
Cc1cccc(-c2nc3ccccc3c3nncn23)c1 | -6 | i | i | i | i | i | 58* | i | 1 | i | i
O=C1OC2(CCCCC2)OC(=O)C1=CNc1nc2ccccc2s1 | -14 | i | i | i | i | i | 5 | i | 2 | i | i
O=C(CSc1nnnn1Cc1ccccc1)N1CCN(c2ccccc2)CC1 | -13 | i | i | i | i | i | 3 | i | -3 | i | i
Cn1c(/C(C#N)=N/O)nc2ccccc21 | -8 | i | i | i | i | i | 5 | i | 14 | i | i
COc1ccc(S(=O)(=O)n2oc(=O)cc2-c2ccccc2)cc1 | -1 | i | i | i | i | i | -2 | i | -3 | i | i
CCOC(=O)CNC(=O)Cn1cnc2sc(C)c(S(=O)(=O)N3CCC(C)CC3)c2c1=O | -9 | i | i | i | i | i | -3 | i | 0 | i | i
C=CCc1cc(C=O)cc(OCC)c1OCc1ccc(Cl)cc1 | -8 | i | i | i | i | i | -1 | i | -3 | i | i
Cc1ccccc1OCC(=O)Nc1ccccc1-c1ccccc1 | -9 | i | i | i | i | i | 10 | 6* | 2 | i | i
COc1ccc(Nc2cc(C)nc3ncnn23)c(OC)c1 | -3 | i | i | i | i | i | -2 | i | 4 | i | i
Nc1cc(=O)nc(SCC(=O)Nc2cccc3ccccc23)n1CCc1ccccc1 | -13 | i | i | i | i | i | 13 | i | 5 | i | i
CC(C)COc1ccc(C(=O)Nc2ccc(NC(=O)c3ccco3)cc2)cc1 | -3 | i | i | i | i | i | 0 | i | 4 | i | i
C/C(=C\c1ccc(Br)cc1)C(=O)c1c(C)cc(C)[nH]c1=O | -5 | i | i | i | i | i | 8 | i | -5 | i | i
Cc1ccn2c(NC(=O)c3cccs3)c(-c3ccccc3)nc2c1 | -10 | i | i | i | i | i | 2 | i | 10 | i | i
CC(=O)N1N=C(c2ccccc2)CC1c1ccc2c(c1)OCO2 (centres undefined) | -3 | i | i | i | i | i | 9 | i | 5 | i | i
Cc1cc(C)cc(NC(=O)Cn2ncn3c(cc4ccccc43)c2=O)c1 | 4 | i | i | i | i | i | -6 | i | -4 | i | i
CNC(=O)c1cccc2nc3ccccc3nc12 | -7 | i | i | i | i | i | 25 | i | -5 | i | i
Cc1ccc(NC(=O)c2noc3c2CCc2ccccc2-3)cc1 | -3 | i | i | i | i | i | 7 | i | -1 | i | i
CC(C)(CO)NC12CC3CC(CC(C3)C1)C2 | -12 | i | i | i | i | i | . | i | 11 | i | i
O=C(NCc1ccco1)c1cc([N+](=O)[O-])ccc1N1CCOCC1 | -12 | i | i | i | i | i | 3 | i | -3 | i | i
O=C(Nc1ccncc1)c1ccc(N2CCCC2=O)cc1 | -9 | i | i | i | i | i | 16 | i | -9 | i | i
O=C(NCC1CCCO1)C(C(=O)c1ccccc1)n1cc(Cl)ccc1=O (centres undefined) | -11 | i | i | i | i | i | -9 | i | -2 | i | i
O=C(NCCN1CCOCC1)c1cc(-c2ccc(Cl)s2)nc2ccccc12 | -4 | i | i | i | i | i | 0 | i | -3 | i | i
COc1cc2cc(CN(CCN3CCOCC3)C(=O)Nc3ccc(F)cc3)c(=O)[nH]c2cc1OC | -13 | i | i | i | i | i | 0 | i | 2 | i | i
CC(C)CN1CCN(CCCc2ccccc2)C(CCO)C1 (centres undefined) | -7 | i | i | i | i | i | 0 | i | -6 | i | i

Not a retest: 4 of the compounds above.
SMILES | hERG protect | KCNK3 block | TRPC4 potent | KCNK9 block | TRPC4 act | TRPC4 inh | DYRK1A inh | KCNQ1 inh | Platelet DG rel | PolyA inh | KCNQ1 pot
O=C(NCc1ccco1)c1cc([N+](=O)[O-])ccc1N1CCOCC1 | -12 | i | i | i | i | i | 3 | i | -3 | i | i
O=C(Nc1ccncc1)c1ccc(N2CCCC2=O)cc1 | -9 | i | i | i | i | i | 16 | i | -9 | i | i
O=C(NCC1CCCO1)C(C(=O)c1ccccc1)n1cc(Cl)ccc1=O (centres undefined) | -11 | i | i | i | i | i | -9 | i | -2 | i | i
O=C(NCCN1CCOCC1)c1cc(-c2ccc(Cl)s2)nc2ccccc12 | -4 | i | i | i | i | i | 0 | i | -3 | i | i
